# Pin1 inh: blocks the human prolyl isomerase Pin1. Q13526. Pin1 FP peptide displacement, HiFluor488, 10 min. Potency, µM (doses to about 115 µM), inactives show at the highest dose activity, negative = inhibition, hits mostly inhibitors. AID 504891. hit rate 0.009% among 390,000; active = well fitted inhibition curve with a large enough effect in the polarisation, with a control signal flat, not every such curve was filed as active; inconclusive = small, poorly fitted or top-dose-only effect, or effect the other way, or a change in a side signal; inactive = no such curve, though single readings can be large or run the other way; the % refers to the polarisation; note: % is set by controls: 0 for no effect and ±100 for the full control effect
# TrxR1 inh: inhibitors of rat thioredoxin reductase 1. O89049. recombinant rTrxR1, NADPH fluorescence consumption, selenite substrate. Potency, µM (highest dose often 114 µM), for the others: at the top dose activity change, negative = inhibition, actives largely listed as inhibitors. hit rate 1% among 390,000. AID 588453; note: % is set by controls: 0 for no effect and ±100 for the full control effect; nearly all actives have a fitted effect of over 65% in size
#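 Rat TrxR1 (90 nM in the dispensed reagent) was pre-reduced with 400 uM NADPH for 5 min at room temperature, then incubated with compound for 15 min. After 400 uM selenite was added, NADPH fluorescence (Ex 340/Em 450 nm) was followed for 8 min.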
# RGS4 inh: inhibitors of human regulator of G protein signaling 4 | Potency, µM (highest dose often 114 µM), without a hit: at the top dose activity change, negative = inhibition, actives largely listed as inhibitors | hit rate 0.039% among 390,000 | P49798 | Transcreener GDP fluorescence polarization, RGS4-accelerated GTP hydrolysis; note: % is set by controls: 0 for no effect and ±100 for the full control effect; nearly all actives have a fitted effect of over 75% in size; some results filed as inactive show a strong effect at the top dose
#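 MLSMR compounds (23 nl, pin-transferred) preincubated 10 min at room temperature with a 500nM (2x) first reagent, then RGS4 at 900nM (2x) plus Transcreener GDP mix added; fluorescence polarization (620/688 nm) read before and after 90 min at 30 °C.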
# GLS inhibitor: blocks human kidney-isoform glutaminase activity; O94925; GLS enzymatic activity, qHTS titration; Potency, µM (doses to about 45.5 µM), without a hit: at the top dose activity change, negative = inhibition, hits mostly inhibitors; hit rate 0.21% among 410,000; AID 624170; note: % is set by controls: 0 for no effect and ±100 for the full control effect
#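 Read-out is an Amplex red fluorescence increase coupled through glutamate oxidase and HRP, measured before and after 30 min room-temperature incubation. hKGA is in 45 mM KH2PO4 (pH 8.2) with 0.02% Tween-20; glutamine added as 1mM solution.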
# JMJD2A Tudor: blocks the human JMJD2A Tudor domain; O75164; AlphaScreen JMJD2A-Tudor / H3K4me3 peptide binding; Potency, µM (titrated, usually from 114 µM), for inactives: at the highest dose activity change, negative = inhibition, actives largely listed as inhibitors; hit rate 4.4% among 390,000; AID 504339; note: % is set by controls: 0 for no effect and ±100 for the full control effect; nearly all actives have a fitted effect of over 50% in size
# ERG Ets-DNA blk: inhibitors of human ERG Ets domain-DNA interaction; Potency, µM (top dose mostly 76.9 µM), inactives show top-dose FP activity, negative = inhibition, hits mostly inhibitors; fluorescence polarization, His-ERG Ets domain / labelled DNA; hit rate 0.028% among 370,000; P11308; active = well fitted inhibition curve with a large enough effect in the polarisation, with a control signal flat; inconclusive = small, poorly fitted or top-dose-only effect, or effect the other way, or a change in a side signal; inactive = no such curve, though single readings can be large or run the other way; the % refers to the polarisation;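 note: polarization taken with two DNA probes labelled with fluorescein and Texas red; % of control where 0% means no effect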
#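 His-tagged ERG Ets domain (1 uM in the protein solution; 300mM KCl, 50mM Tris-HCl, 1mM EDTA, 1mM DTT, pH 7.5) received compound, then a probe mix of 5 nM fluorescein-DNA and 100nM Texas-615-DNA. Fluorescence polarization was read for both dyes.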
# 12-LOX inh: blocks human arachidonate 12S-lipoxygenase; P18054; purified 12hLO, xylenol orange hydroperoxide absorbance; hit rate 1.1% among 580,000; Potency, µM (highest dose often 108 µM), for inactives: at the highest dose activity change, negative = inhibition, hits mostly inhibitors; note: % is set by controls: 0 for no effect and ±100 for the full control effect
# Target sequence (P18054 whole entry, looked up): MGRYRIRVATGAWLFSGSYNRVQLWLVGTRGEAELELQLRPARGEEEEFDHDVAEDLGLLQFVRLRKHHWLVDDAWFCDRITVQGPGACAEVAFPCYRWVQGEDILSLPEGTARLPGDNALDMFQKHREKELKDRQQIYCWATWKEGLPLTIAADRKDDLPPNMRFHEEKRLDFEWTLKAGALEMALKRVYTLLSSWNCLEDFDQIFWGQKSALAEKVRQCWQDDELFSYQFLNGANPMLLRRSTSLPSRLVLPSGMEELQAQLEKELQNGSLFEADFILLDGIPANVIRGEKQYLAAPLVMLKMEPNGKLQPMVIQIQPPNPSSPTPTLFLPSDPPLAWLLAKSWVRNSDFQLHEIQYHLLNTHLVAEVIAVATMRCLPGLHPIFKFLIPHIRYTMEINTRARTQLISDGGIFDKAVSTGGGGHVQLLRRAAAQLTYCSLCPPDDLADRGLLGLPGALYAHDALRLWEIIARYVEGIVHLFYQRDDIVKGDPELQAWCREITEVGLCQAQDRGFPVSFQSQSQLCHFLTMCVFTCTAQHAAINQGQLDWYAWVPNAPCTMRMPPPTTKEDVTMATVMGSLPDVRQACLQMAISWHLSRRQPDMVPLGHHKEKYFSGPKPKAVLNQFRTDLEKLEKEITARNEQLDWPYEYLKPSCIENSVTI
#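 Hydroperoxide product was detected by ferrous iron/xylenol orange as the 573 to 405 nm absorbance ratio. Arachidonic acid at 40 uM (final) was turned over for 30 min at room temperature by 150 nM human 12hLO, pH 7.0 Hepes buffer, after 15 min compound preincubation.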
# HP1b chromo inh: inhibitors of HP1-beta chromodomain binding to methylated histone tails | AID 540317 | AlphaScreen HP1-beta / biotin-H3K9me3 peptide binding | Potency, µM (doses to about 114 µM), for the others: top-dose activity change, negative = inhibition, most hits filed as inhibitors | hit rate 0.56% among 390,000; note: nearly all actives have a fitted effect of over 70% in size; inactives centre near 23
#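 AlphaScreen: HP1-beta (50 nM) preformed 30 min with biotin-H3(1-18)K9me3 peptide (50 nM) in PBS pH 7.4, 0.01% Tween-20. Compound added for 30 min at RT, then streptavidin donor/nickel chelate acceptor beads (10 ug/mL) for 30 min.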
# PGK inhibitor: inhibitors of T. brucei phosphoglycerate kinase; P07378; PGK/GAPDH coupled, Kinase-Glo luminescence, 60 min; Potency, µM (highest dose often 57.5 µM), for inactives: at the top dose activity change, negative = inhibition, most hits filed as inhibitors; hit rate 0.043% among 380,000; AID 602233; note: % is set by controls: 0 for no effect and ±100 for the full control effect; nearly all actives have a fitted effect of over 60% in size
# Target sequence (P07378 whole entry, looked up): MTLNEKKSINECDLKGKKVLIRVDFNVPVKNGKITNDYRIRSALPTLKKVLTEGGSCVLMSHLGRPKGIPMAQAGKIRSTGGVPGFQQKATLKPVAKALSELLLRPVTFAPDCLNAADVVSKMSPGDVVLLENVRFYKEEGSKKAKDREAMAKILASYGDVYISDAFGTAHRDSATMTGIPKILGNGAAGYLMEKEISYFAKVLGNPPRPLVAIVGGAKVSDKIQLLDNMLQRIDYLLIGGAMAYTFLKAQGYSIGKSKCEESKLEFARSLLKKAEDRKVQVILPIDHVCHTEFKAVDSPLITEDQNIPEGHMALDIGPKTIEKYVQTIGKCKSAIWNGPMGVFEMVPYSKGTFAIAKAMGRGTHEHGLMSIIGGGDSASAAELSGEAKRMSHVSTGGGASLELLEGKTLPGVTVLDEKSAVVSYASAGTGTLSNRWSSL
#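 Luminescent ATP detection (Kinase-Glo Plus) follows a 60-minute room-temperature incubation, with wells lacking PGK as controls. Buffer: 100 mM TEA (pH 7.6), 5 mM MgCl2, 0.01% Tween-20. Coupling enzyme GAPDH (100 nM final) supplies unstable 1,3-BPG in-well.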
# * marks the source's active call; other numbers are inactive results; i = inactive; ? = inconclusive; . = no result given; & = joins results of further samples; [ ] = dose if it differs, or a comment. Unless noted, calls come from the whole dose curve; as a rule, active = well fitted curve in the direction sought with a large enough effect; inconclusive = small, poorly fitted or top-dose-only effect, or another doubt; inactive = no such curve, though single readings can be large; an effect the other way counts as inactive or inconclusive. Potency is the fitted concentration of half-maximal effect. An excerpt (hit frequency here may not be typical).
Pin1 inh,TrxR1 inh,RGS4 inh,GLS inhibitor,JMJD2A Tudor,SMILES,ERG Ets-DNA blk,12-LOX inh,HP1b chromo inh,PGK inhibitor
2%,16%,11%,16%,-7%,O=C(c1ccccn1)c1conc1C(=O)c1ccc(Br)cc1,0%,-4%,44%,3%
4%,-16%,4%,2%,-21%,Cc1ccc(S(=O)(=O)N(C)C)cc1NC(=O)CSc1nc2ccccc2[nH]1,.,21%,15%,i
-3%,-10%,0%,7%,-21%,CCCCNCc1cc(Br)c(OCc2cccs2)c(OC)c1,2%,-8%,23%,8%
-1%,?,9%,0%,-15%,N#C/C(=C\c1ccc(OCCN2CCOCC2)cc1)C(=O)Nc1ccccc1F,18%,?,21%,-3%
6%,21%[57.1 µM],1%,0%,1%,CCN(CC(=O)NCCCN1CCOCC1)S(=O)(=O)c1cc(Cl)ccc1Cl,2%,1%,0%,-2%
8%,15%,-7%,-2%,-29%,O=C(C[C@H]1C[C@H](C(=O)N2CCCCC2)[C@@]2(CCc3ccccc3)c3[nH]c4ccc(Cl)cc4c3CCN2C1=O)NCc1cccc(C(F)(F)F)c1,2%,?,15%,2%
-6%,-15%,17%,8%,-15%,COc1cc2cnc(Cl)nc2cc1OC,-8%,-3%,12%,-5%
?,20%[57.1 µM],20%,-13%,-29%,COc1ccc(NC(=O)c2ccc3c(=O)n4nc(Nc5ccccc5C)sc4nc3c2)cc1,-11%,-12%,25%,4%
?,-1%,-17%,-7%,9%,O=C(Nc1ccc2oc(-c3cccc4ccccc34)nc2c1)c1ncn[nH]1,-1%,?,45%[activator],1%
14%,-13%,-31%,-5%,-14%,C=CCn1c(SCC(=O)Nc2ccc(NC(=O)c3ccco3)c(OC)c2)nnc1-c1ccncc1,0%,0%,32%,i
?,1%,-3%,-2%,-10%,CC(=O)OC[C@]1(OC(C)=O)C[C@@]23CC[C@H]4[C@@](C)(CCC[C@@]4(C)C(=O)O)[C@@H]2CC[C@@H]1C3,-10%,10%,24%,4%
29%,-4%[57.1 µM],-41%,-9%,?,Cc1c(C(=O)OCC(C)C)[nH]c2c1C(=O)CC(c1ccco1)C2 (stereo not given),0%,?,18%,0%
23%,-3%,-15%,7%,-33%,CCN(CC)c1ccc(/C=N/NC(=O)c2c(Cl)cnn2C)c(O)c1,8%,-23%,43%[activator],0%
-2%,6%,4%,0%,-4%,O=C(CSc1c2c(nc3cc(Cl)ccc13)CCCC2)NCCN1CCOCC1,13%,-8%,22%,-9%
5%,6%,34%,0%,-9%,Cc1ccc(NC(=O)COC(=O)Cc2ccsc2)cc1S(=O)(=O)N(C)C,-1%,-1%,19%,5%
-8%,13%,-7%,4%,-21%,OCCN(Cc1ccccc1)C(=S)NC1CCCCC1,-5%,-4%,1%,i
2%,12%[57.1 µM],-8%,-3%,-14%[11.4 µM],CCc1cc2c3c(c1)C1(C(=O)N3C(C)(C)C=C2C)C(C#N)=C(N)Oc2[nH]c(=O)[nH]c(=O)c21 (stereo not given),2%,0%,19%,-2%
1%,15%[57.1 µM],-6%,9%,1%,COCCCNC(=O)CSc1nc2cc3c(cc2c(=O)n1CCCCCC(=O)NCc1ccc2c(c1)OCO2)OCO3,1%,-5%,31%,3%
1%,5%,2%,0%,-8%,O=C(NCC1CCCCC1)C1CCCN(C(=O)NC2CCCCC2)C1 (stereo not given),-1%,-2%,10%,-1%
-1%,-2%,8%,8%,-17%,CCN1CCN(c2cc(C)nc(-c3ccccc3O)n2)CC1,3%,-2%,26%,2%
31%[activator],16%,?,-3%,?,CCOC(=O)c1c(NC(=O)C2(C)Cc3ccccc3C(=O)O2)sc2c1CCCC2 (stereo not given),-7%,-15%,?,-8%
55%[activator],18%,-8%,1%,-26%,Cc1ccc(S(=O)(=O)Nc2cc3c(C(=O)OCc4ccccc4)c(C)oc3c3ccccc23)c(C)c1,3%,-25%,1%,7%
0%,4%,-15%,13%,-10%,CC(C)OC(=O)CC1C(=O)NCCN1C(=S)NC(=O)c1ccccc1Cl (stereo not given),-7%,-11%,8%,-6%
14%,16%,-23%,-27%,-12%,COc1ccc2oc(-c3ccc(C)c(NC(=O)c4ccc(-c5ccccc5[N+](=O)[O-])o4)c3)nc2c1,-9%,-8%,20%,-6%
9%,?,-17%,1%,-20%,CCCOc1cccc(C2C(C(=O)c3ccco3)=C(O)C(=O)N2CCN(CC)CC)c1 (stereo not given),9%,?,32%,i
-10%,14%,11%[11.4 µM],27%,-10%[11.4 µM],Cc1ccc2c(c1)c1c(n2CC(O)CN2CCCCC2C)CCCC1 (stereo not given),12%,-28%,-21%,-7%
?,16%&-2%,15%&6%,16%&18%,-16%&-21%,Cc1c(C(=O)N2CCN(c3ccccc3)CC2)sc2nc3n(c(=O)c12)CCC3,4%&-4%,-5%&-15%,11%&11%,-2%&3%
74%[activator],-9%,-11%,1%,55%[activator],COC(=O)c1ccc2c(c1)c(C#Cc1ccccc1)c(-c1ccccc1)n2C,-2%,-12%,126%[activator],4%
11%,8%[57.1 µM],-42%,6%,-27%,O=C(CSC1=NCCS1)Nc1ccc(F)cc1,23%,3%,52%[activator],i
-3%,25%[57.1 µM],-12%,-7%,?,CN1CCN(c2ccc(NC(=O)c3ccc(Oc4ccccc4)cc3)cc2)CC1,12%,-20%,-38%,-5%
-1%,11%,29%,-1%,-16%,CCOC(=O)N1CCN(c2nc(-c3ccc(OC)cc3)no2)CC1,1%,-20%,9%,-6%
0%,10%[11.4 µM],-34%,7%,3%,COc1cccc2sc(=NC(=O)c3ccc(S(=O)(=O)N4CCCCC4)cc3)n(C)c12,13%,-16%,46%[activator],-11%
33%[activator],27%,-10%,0%,-14%,CCOC(=O)c1ccc(NC(=O)c2ccc3c(c2)CCN3S(=O)(=O)c2ccc(Cl)cc2)cc1,6%,-14%,46%[activator],-9%
-11%,7.1µM*,?,11µM*,50µM*,C/C=C\C=C/C(=O)Nc1cccc(C2=NOC3(C2)C[C@@H](C(N)=O)N(C(=O)/C=C/C=C\C)C3)c1 (stereo not given in full),0%,.,?,?
?,-7%,-5%,12%,-6%,COc1cc(NS(=O)(=O)c2ccc(C)cc2C)cc(OC)c1OC,0%,-21%,29%,0%
6%,2%,11%,7%,-1%,OC(CN1C2=NCCN2c2ccccc21)c1ccccc1 (stereo not given),.,6%[57.4 µM],28%,2%
-13%,-4%,-20%,-5%,-4%,Cc1ccc(C(=O)NCc2cccnc2)cc1S(=O)(=O)Nc1ccccc1,-7%,?,13%,5%
4%,-7%,9%,1%,-5%,Cc1ccc(CCNC(=O)c2ccc(Nc3nc4ccccc4n4nnnc34)cc2)cc1,1%,0%,31%,i
3%,0%[57.1 µM],1%,28%,-34%,CC[C@H](C)[C@@H](C(=O)N1CCNCC1)n1cc([C@@H](N)Cc2ccc(O)cc2)nn1,0%,4%,8%,-3%
7%,-4%,7%,1%,-21%,COC(=O)c1ccc(-c2ccco2)n1Cc1cc(C)ccc1C,10%,0%,5%,-1%
2%,-2%,8%,-10%,-3%,Cc1cccc(C(=O)N[C@H](C(=O)Nc2ccc(C)c(S(=O)(=O)N(C)C)c2)C(C)C)c1,?,-3%,53%[activator],-9%
?,-12%,-10%,22%,-21%,Cc1ccc(N2CCN(CCCN3C(=O)C4CCCN4C3=O)CC2)cc1 (stereo not given),3%,?,24%,-17%

# Among those listed so far, 7 have a Cl atom:
Pin1 inh,TrxR1 inh,RGS4 inh,GLS inhibitor,JMJD2A Tudor,SMILES,ERG Ets-DNA blk,12-LOX inh,HP1b chromo inh,PGK inhibitor
6%,21%[57.1 µM],1%,0%,1%,CCN(CC(=O)NCCCN1CCOCC1)S(=O)(=O)c1cc(Cl)ccc1Cl,2%,1%,0%,-2%
8%,15%,-7%,-2%,-29%,O=C(C[C@H]1C[C@H](C(=O)N2CCCCC2)[C@@]2(CCc3ccccc3)c3[nH]c4ccc(Cl)cc4c3CCN2C1=O)NCc1cccc(C(F)(F)F)c1,2%,?,15%,2%
-6%,-15%,17%,8%,-15%,COc1cc2cnc(Cl)nc2cc1OC,-8%,-3%,12%,-5%
23%,-3%,-15%,7%,-33%,CCN(CC)c1ccc(/C=N/NC(=O)c2c(Cl)cnn2C)c(O)c1,8%,-23%,43%[activator],0%
-2%,6%,4%,0%,-4%,O=C(CSc1c2c(nc3cc(Cl)ccc13)CCCC2)NCCN1CCOCC1,13%,-8%,22%,-9%
0%,4%,-15%,13%,-10%,CC(C)OC(=O)CC1C(=O)NCCN1C(=S)NC(=O)c1ccccc1Cl (stereo not given),-7%,-11%,8%,-6%
33%[activator],27%,-10%,0%,-14%,CCOC(=O)c1ccc(NC(=O)c2ccc3c(c2)CCN3S(=O)(=O)c2ccc(Cl)cc2)cc1,6%,-14%,46%[activator],-9%

# Profiles as entered above. Order of screens: Pin1 inh | TrxR1 inh | RGS4 inh | GLS inhibitor | JMJD2A Tudor | ERG Ets-DNA blk | 12-LOX inh | HP1b chromo inh | PGK inhibitor
# COc1ccc2oc(-c3ccc(C)c(NC(=O)c4ccc(-c5ccccc5[N+](=O)[O-])o4)c3)nc2c1 in the list: 14% | 16% | -23% | -27% | -12% | -9% | -8% | 20% | -6%
# COCCCNC(=O)CSc1nc2cc3c(cc2c(=O)n1CCCCCC(=O)NCc1ccc2c(c1)OCO2)OCO3 in the list: 1% | 15%[57.1 µM] | -6% | 9% | 1% | 1% | -5% | 31% | 3%

# Compound activity: PubChem, National Center for Advancing Translational Sciences (NCATS)
